miR122 inh: blocks miR-122 activity in Huh7 sensor cells | Huh7 miR-122 Renilla luciferase sensor, 48 h; neutral wells = 0, positive control = 100 | activation (reporter increase), % at 12.5 µM | 340,000 compounds, 0.3% hits | AID 602342;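 active = mean replicate activation score at least 90 and every replicate individually at or above 90; inconclusive = only one of the two criteria met; inactive = neither criterion met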;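 also: higher luciferase means less miR-122 activity so hits act as miR-122 inhibitors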
PGC1a acetyl inh: modulators of PGC1a acetylation; U2OS PGC1a acetylation, AlphaScreen anti-acetyl-lysine; with virally co-expressed GCN5 acetyltransferase; inhibition, % at 15.6 µM; 350,000 compounds, 0.17% hits; AID 651687;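 active = every replicate shows inhibition of at least 40%; inconclusive = mean inhibition at least 40% but some replicate below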;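 also: 0% = neutral control wells and 100% = positive control wells; some results beyond the cut were filed as inactive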
E-selectin induc: E-selectin induction on HUVECs | activation, % at 7.58 µM | HUVEC E-selectin immunofluorescence imaging; normalized: neutral wells 0, TNF-alpha wells 100 | 260,000 compounds, 0.37% hits | AID 686992 | P16581;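 active = mean E-selectin-positive cell signal at least 10% of the positive control, reached in at least 60% of replicates, without over 20% cell loss; inconclusive = no rule given, readout overlaps actives, possibly toxicity-flagged; inactive = the rest, including those meeting only one limit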;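 also: in these data hits start at about 27%; measured in HUVEC primary endothelial cells; signal is the percent of cells scored E-selectin positive by PE staining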
Target sequence (P16581 whole entry, looked up): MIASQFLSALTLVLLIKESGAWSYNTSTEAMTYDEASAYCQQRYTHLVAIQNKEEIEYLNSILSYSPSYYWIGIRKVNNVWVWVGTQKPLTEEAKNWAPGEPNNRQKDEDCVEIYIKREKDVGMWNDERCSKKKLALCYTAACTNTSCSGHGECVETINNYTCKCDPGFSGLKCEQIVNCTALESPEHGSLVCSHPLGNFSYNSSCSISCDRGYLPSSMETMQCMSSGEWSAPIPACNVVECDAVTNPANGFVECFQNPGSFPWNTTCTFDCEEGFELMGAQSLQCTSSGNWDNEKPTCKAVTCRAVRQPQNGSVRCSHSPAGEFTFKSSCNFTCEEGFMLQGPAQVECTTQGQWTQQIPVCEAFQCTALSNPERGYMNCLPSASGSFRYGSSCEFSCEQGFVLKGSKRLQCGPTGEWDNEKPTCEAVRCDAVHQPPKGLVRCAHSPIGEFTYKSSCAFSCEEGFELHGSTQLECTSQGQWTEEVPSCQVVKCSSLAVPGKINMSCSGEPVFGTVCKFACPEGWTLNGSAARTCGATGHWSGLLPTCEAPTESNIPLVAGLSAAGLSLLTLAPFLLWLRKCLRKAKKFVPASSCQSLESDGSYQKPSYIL
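Material: HUVEC primary endothelial cells; Amount: 3,000 cells per well; Dosing: single concentration; Medium: EGM-2 growth medium on 0.1% gelatin-coated wells; Read-out basis: percent E-selectin-positive cells; Signal: immunofluorescence imaging; Control set: TNF-alpha, DMSO.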
RAD54 branch: inhibitors of human RAD54 branch migration. RAD54 Holliday junction branch migration, FAM/BHQ fluorescence. Q92698. inhibition, % at 10.4 µM. 360,000 compounds, 0.14% hits;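 active = mean normalized replicate activity at least 40 and at least half of replicates scoring 40 or more; inconclusive = only one of the two criteria met; inactive = mean below 40 and under half of replicates reaching 40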;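 also: 0% = median of neutral control wells and 100% = median of positive control wells; inhibitors cause a drop in the FAM fluorescence signal; in these data hits start at about 50%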
PglD inh: PglD (C. jejuni) enzyme inhibition; purified PglD enzyme, DTNB colorimetric CoA detection; inhibition, % at 12.5 µM; 360,000 compounds, 0.098% hits; AID 602405; in the data active = inhibition above about 16%, passing the limit was not always enough; inconclusive = no clear call, values can overlap the other calls; also: strong numbers were not always called active
RAD52 inh: blocks human RAD52 DNA annealing. P43351. 360,000 compounds, 0.46% hits. inhibition, % at 18.7 µM. recombinant RAD52 DNA annealing, FRET fluorescence;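 active = every replicate showing at least 50% inhibition; inconclusive = mean inhibition at least 50% but not in every replicate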
Target sequence (P43351 whole entry, looked up): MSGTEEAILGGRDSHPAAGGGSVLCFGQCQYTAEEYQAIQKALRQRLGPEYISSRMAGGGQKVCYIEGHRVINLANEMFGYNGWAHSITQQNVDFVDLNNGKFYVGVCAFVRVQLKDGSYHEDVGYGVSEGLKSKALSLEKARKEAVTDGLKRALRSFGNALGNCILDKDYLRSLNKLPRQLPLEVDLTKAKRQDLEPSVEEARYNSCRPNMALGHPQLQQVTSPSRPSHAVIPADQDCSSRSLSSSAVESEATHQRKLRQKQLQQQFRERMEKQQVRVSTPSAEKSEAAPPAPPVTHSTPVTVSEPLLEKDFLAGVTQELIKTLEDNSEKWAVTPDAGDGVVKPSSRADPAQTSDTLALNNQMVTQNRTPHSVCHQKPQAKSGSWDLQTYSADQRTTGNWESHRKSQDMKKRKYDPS
Cneo AK release: causes C. neoformans cell lysis. lysis activity, % at 15 µM. adenylate kinase release luminescence, 4 h; normalised: neutral wells 0, clomiphene wells 100. 360,000 compounds, 0.2% hits;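 active = mean lysis activity across replicates of at least 80%, whatever share of replicates individually reach that level; inactive = mean lysis activity below 80%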
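Material – Cryptococcus neoformans yeast cells · Quantity – 5 × 10^6 yeast cells/mL · Buffer or medium – YPD medium · Compound – single dose · Timing – 4 h static compound exposure, 37 °C, read 1 h post-reagent · Signal – adenylate kinase release luminescence · Read-out basis – lysis from increased AK signal · Benchmarks – Clomiphene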
ERAP1 HTS inh: blocks human ERAP1 aminopeptidase activity; recombinant ERAP1, Leu-AMC fluorescence, 60 min; inhibition, % at 10.7 µM; 340,000 compounds, 0.15% hits; AID 652197;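 active = mean replicate inhibition of at least 30%, or all replicates individually reaching that 30% level; inactive = mean below 30% and not every replicate reaching it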;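 also: 0% = neutral control wells and 100% = L-leucinethiol positive control wells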
The depositor's hits bear a star; ? = inconclusive; · = no result given; & = joins results of further samples; [ ] = dose if it differs, or a comment.

SMILES	miR122 inh	PGC1a acetyl inh	E-selectin induc	RAD54 branch	PglD inh	RAD52 inh	Cneo AK release	ERAP1 HTS inh
CC1(C)CC(=O)C2=C(C1)OC(N)=C(C#N)C2c1ccc(OC(=O)N2CCOCC2)cc1 (configuration not stated)	0	·	·	-6	-3	·	4	·
O=C(NCc1ccccc1)c1ccc2nccnc2c1	0	10	·	12	-1	-18	3	-2
C[C@@H]1CN([C@H](C)CO)C(=O)Cc2cc(NS(=O)(=O)c3cccs3)ccc2O[C@H]1CN(C)C(=O)Nc1ccc(F)cc1	12[16.7 µM]	12	-0.4	2	0	-8	-1	-2
C/C=C/c1cnc2c(c1)C(=O)N([C@@H](C)CO)C[C@H](C)[C@H](CN(C)S(=O)(=O)c1ccccc1)O2	1[16.7 µM]	3	0.3	7	1	4	-2	-1
COc1cccc(NC(=S)N2CCN(c3ccccn3)CC2)c1	-8	·	2.9	1	3	·	2	·
COc1ccc([C@H]2CC(=O)C=C(c3ccc4ncccc4c3)C2)cc1OC	-7	-1	-0.2	6	1	-12	0	1
Cc1ccc(-c2nc3cc(Cl)ccc3o2)cc1	3	6	·	-1	-4	·	-5	·
CCC(C)N(C(=O)COc1ccc(-c2nnco2)cc1)C1CCS(=O)(=O)C1 (configuration not stated)	-3	-1	·	-11	-1	-9	-1	2
Cc1cc(NC(=O)c2sccc2C)n(-c2cccc(Cl)c2)n1	-3	-17	·	-12	6	·	-1	·
Cc1ccc(S(=O)(=O)Nc2ccc3c(c2)C(=O)N([C@H](C)CO)C[C@H](C)[C@H](CN(C)S(=O)(=O)c2cccs2)OCCCC[C@H](C)O3)cc1	-15[16.7 µM]	0	0.4	8	-48	-1	-3	0
C[C@H]1CN([C@@H](C)CO)C(=O)c2cccc(NC(=O)NC3CCCCC3)c2O[C@@H]1CN(C)S(=O)(=O)c1cccs1	4[16.7 µM]	-11	0.0	2	-3	-3	6	1
CC(C)NC(=O)N(C)C[C@@H]1OCCCC[C@@H](C)Oc2ccc(NC(=O)CCC(F)(F)F)cc2C(=O)N([C@@H](C)CO)C[C@@H]1C	-3[16.7 µM]	2	2.6	-1	-2	-17	0	2
COc1cc(/C=N/O)ccc1Oc1cnccn1	-2	-2	·	1	5	-26	-1	3
CCOC(=O)c1ccc(-c2ccc3oc(-c4ccsc4)cc(=O)c3c2)cc1F	-2	10	0.2	0	0	-2	-2	-1
c1ccc(-n2nnnc2Oc2ccc(-n3ccnc3)cc2)cc1	-16	2	·	0	4	·	-1	·
CCN(CC)CCN1C(=O)C(=O)/C(=C(/O)c2c(C)[nH]c(C(=O)OC)c2C)C1c1ccccc1 (configuration not stated)	6	-2	·	1	-4	·	0	·
CO[C@@H]1CN(C)C(=O)c2ccc(NC(=O)c3ccno3)cc2OC[C@H](C)N(C(=O)C2CCC2)C[C@@H]1C	·	-21	·	-34	3	·	-4	·
C[C@H]1CN([C@@H](C)CO)C(=O)c2cccc(NC(=O)c3ccncc3)c2O[C@H]1CN(C)C(=O)Nc1ccc2c(c1)OCO2	-9[16.7 µM]	?	0.1	5	2	-8	-11	2
COc1ccc(CNC(=O)[C@H](Cc2c[nH]c3ccccc23)NC(=O)[C@@H]2Cc3ccccc3CN2)cc1	-2	2	·	-13	6	25	-3	-2
CC(=O)Nc1cccc(NC(=S)Nc2cccc(Cl)c2C)c1	11	-8	·	-9	2	-11	-2	3
C[C@H]1CN([C@@H](C)CO)C(=O)c2cccc(NC(=O)Nc3ccc(C(F)(F)F)cc3)c2O[C@@H]1CN(C)S(C)(=O)=O	-2[16.7 µM]	1	0.2	-28	3	5	-13	-5
O=C(C[C@@H]1CC[C@@H]2[C@H](COC[C@H](O)CN2Cc2cccc(C(F)(F)F)c2)O1)NCc1ccncc1	-10[16.7 µM]	-2	0.0	-4	1	-4	5	-2
O=C(NCc1ccccn1)/C(=N/O)c1ccccc1	-5	1	·	-1	-8	·	-1	·
CC=Cc1ccc2n(c1=O)C[C@@H]1[C@@H](CO)[C@H](C(=O)NCc3ccccc3Cl)N(S(C)(=O)=O)[C@H]21 (mixture of isomers)	·	·	-0.2	-1	1	-9	-3	-1
O=C(C[C@H]1CC[C@H](NS(=O)(=O)c2ccc(F)cc2)[C@@H](CO)O1)NCCc1ccncc1	·	-9	-0.3	1	-3	12	2	0
COc1ccc(CNC(=O)COC(=O)c2ccc(S(=O)(=O)N3CCCCC3)cc2)cc1	·	-4	-0.1	6	-14	-4	0	0
CCOC(=O)C1=C(C)N(CCCCCC(=O)O)C(=O)NC1c1ccc(Cl)cc1 (configuration not stated)	-3	1	0.0	-8	-6	-2	0	-1
Cc1noc(C)c1NC(=O)N(C)C[C@H]1OCCCC[C@H](C)Oc2ccc(NC(=O)Nc3ccc4c(c3)OCO4)cc2C(=O)N([C@H](C)CO)C[C@@H]1C	3[16.7 µM]	2	0.0	10	3	9	1	-1
CCC1CCCCN1CCNC(=O)CNS(=O)(=O)c1ccc2nc(C)sc2c1 (configuration not stated)	4	-2	·	-7	1	·	19	·
CCOC(=O)c1c(NC(=O)CN2C(=O)NC3(CCCCC3C)C2=O)sc(C)c1CC (configuration not stated)	·	·	-0.1	-3	0	-1	1	2
CC(=O)Nc1ccc(NC(=O)C(NS(=O)(=O)c2cccc3nsnc23)C(C)C)cc1 (configuration not stated)	-1	-27	·	-10	3	-2	0	1
C[C@@H]1CN([C@H](C)CO)C(=O)c2cc(NC(=O)NC3CCCCC3)ccc2O[C@@H](C)CCCCO[C@@H]1CN(C)C(=O)NC1CCCCC1	-3[16.7 µM]	0	12	3	1	5	-4	0
CCC(=O)N1[C@H](CO)[C@@H](c2ccc(-c3cccnc3)cc2)[C@@H]1CN(C)C(C)=O	-21[16.7 µM]	-9	0.0	4	-2	·	104*	·
COc1ccc(C)cc1S(=O)(=O)Nc1cc(Cl)ccc1Cl	215*	-7	·	-3	-3	·	0	·
CN(C)CCCNC(=O)c1cc(Br)ccc1O	-1	1	0.3	-1	-4	-14	-2	·
Cc1noc(C)c1NC(=O)Nc1ccc2c(c1)C(=O)N(C)[C@H]1CC[C@@H](CC(=O)N[C@H]3CCN(Cc4ccccc4)C3)O[C@H]1CO2	-10[16.7 µM]	5	1.0	5	6	15	1	-4
CC(=O)c1ccccc1C(=O)NCc1cccnc1	-9	3	·	1	1	·	0	·
COc1cccc(N2CCN(C(=S)NCCc3ccccc3)CC2)c1	0	-4	·	3	0	·	-1	·
CC(C)NC(=O)N(C)C[C@H]1OCCCC[C@H](C)Oc2ccc(NC(=O)Nc3ccccc3)cc2C(=O)N([C@H](C)CO)C[C@@H]1C	1[16.7 µM]	-3	·	-4	5	10	-1	4
CN1OC[C@@H]2CN(C(=S)Nc3ccc(C#N)cc3)[C@H](c3ccc(N4CCCCC4)cc3)C[C@@H]21	62	3	-0.1	0	-6	-5	1	4

Arranged by SMILES length (high to low): part of the list above.
SMILES	miR122 inh	PGC1a acetyl inh	E-selectin induc	RAD54 branch	PglD inh	RAD52 inh	Cneo AK release	ERAP1 HTS inh
Cc1noc(C)c1NC(=O)Nc1ccc2c(c1)C(=O)N(C)[C@H]1CC[C@@H](CC(=O)N[C@H]3CCN(Cc4ccccc4)C3)O[C@H]1CO2	-10[16.7 µM]	5	1.0	5	6	15	1	-4
C[C@H]1CN([C@@H](C)CO)C(=O)c2cccc(NC(=O)Nc3ccc(C(F)(F)F)cc3)c2O[C@@H]1CN(C)S(C)(=O)=O	-2[16.7 µM]	1	0.2	-28	3	5	-13	-5
CC=Cc1ccc2n(c1=O)C[C@@H]1[C@@H](CO)[C@H](C(=O)NCc3ccccc3Cl)N(S(C)(=O)=O)[C@H]21 (mixture of isomers)	·	·	-0.2	-1	1	-9	-3	-1
CN1OC[C@@H]2CN(C(=S)Nc3ccc(C#N)cc3)[C@H](c3ccc(N4CCCCC4)cc3)C[C@@H]21	62	3	-0.1	0	-6	-5	1	4
CCOC(=O)C1=C(C)N(CCCCCC(=O)O)C(=O)NC1c1ccc(Cl)cc1 (configuration not stated)	-3	1	0.0	-8	-6	-2	0	-1
CCC1CCCCN1CCNC(=O)CNS(=O)(=O)c1ccc2nc(C)sc2c1 (configuration not stated)	4	-2	·	-7	1	·	19	·
COc1cccc(N2CCN(C(=S)NCCc3ccccc3)CC2)c1	0	-4	·	3	0	·	-1	·

Results in RAD54 branch, RAD52 inh and PglD inh (2 entries from above):
Molecule,RAD54 branch,RAD52 inh,PglD inh
CCC(=O)N1[C@H](CO)[C@@H](c2ccc(-c3cccnc3)cc2)[C@@H]1CN(C)C(C)=O,4,·,-2
COc1ccc(C)cc1S(=O)(=O)Nc1cc(Cl)ccc1Cl,-3,·,-3

Additional entries
SMILES	miR122 inh	PGC1a acetyl inh	E-selectin induc	RAD54 branch	PglD inh	RAD52 inh	Cneo AK release	ERAP1 HTS inh
N#C/C(=C\c1ccc(OCc2ccc(Br)cc2)cc1)C(=O)Nc1cccc(C(=O)O)c1	-1	7	0.1	-5	-4	-21	-1	-11
COC(=O)C[C@H]1CC[C@@H](NS(=O)(=O)c2ccccc2F)[C@@H](CO)O1	·	-14	0.3	-10	9	-11	-10	1
Cc1ccc(S(=O)(=O)N2CCN(C(=O)CSc3nnc(C)c(=O)[nH]3)CC2)cc1	-2	16	·	0	-2	·	1	·
NC(=O)CC(NC(=O)Cc1ccc(Br)cc1)c1ccc(NCCc2ccc(F)cc2)c([N+](=O)[O-])c1 (configuration not stated)	-3	·	0.2	10	2	-30	1	-2
O=C(Nc1ccc(N2CCOCC2)cc1)c1ccc2c(c1)OCO2	·	0	15	·	·	-9	·	0
O=C(N[C@H]1C=C[C@H](CC(=O)N2CCCCC2)O[C@@H]1CO)c1cccc(F)c1	·	5	0.5&0.2	-9	6	9&-13	8	3&-3
COc1ccccc1-n1cc(C(=O)c2cc(Cl)ccc2O)cc(C#N)c1=O	18	-4	2.0	-9	-4	-35	2	0
CNc1ccccc1C(C)(C)c1cc(-c2cccc(Br)c2)no1	-2	-26	84*	-9	6	-28	-3	-2
CN(C)C(=O)N=NC(=O)N(C)C	1	-7	-0.2	-3	7	1	0	3
COc1ccccc1C(=O)NCC(=O)OCC(=O)N1CC(C)OC(C)C1 (configuration not stated)	-8	·	0.2	8	5	-1	2	3
CCNC(=O)C[C@@H]1CC[C@H]2[C@@H](COc3ccc(NC(=O)Nc4ccc(C)cc4)cc3C(=O)N2C)O1	-9[16.7 µM]	-1	0.4	3	4	1	-1	1
Cc1c(CC(=O)O)c(=O)oc2cc(OCc3ccc(Br)cc3)ccc12	4	-3	·	5	-4	-12	-2	3

Screening data deposited in PubChem BioAssay by Broad Institute.
